Assay outcomes as filed in PubChem.
BH1578 lux ind: inducers of Vibrio cholerae quorum light production without autoinducers, primary screen, BH1578 luxS cqsA deficient, single point; V. cholerae BH1578 lux reporter, luminescence, 6 h; activation, % at 18.7 µM; 350,000 compounds, 0.16% hits; in the data active means activation mostly above about 9.7%, no sharp cut-off; further: not every result past the cut was called active; inactives centre near 0; reference of the scale not given here
PfHsp40 yeast: rescue of yeast from PfHsp40 toxicity, primary screen, S. cerevisiae, ATP luminescence; AID 504582, 2011; 340,000 compounds, 0.68% hits; growth rescue, % at 12.5 µM; S. cerevisiae expressing PfHsp40, growth rescue; in the data active means growth rescue above about 28%, passing the limit was not always enough;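 further: yeast W303a lacking pdr1 and pdr3 grown in galactose medium; growth measured after three days at 30 °C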
TcdB GH inh: TcdB glycohydrolase inhibitors, primary screen, biochemical, single point, plate reader; Toxin B (Clostridioides difficile), P18177; TcdB glycohydrolase enzymatic assay; inhibition, % at 9.99 µM; 350,000 compounds, 0.24% hits; AID 652162, 2013; in the data active means inhibition above about 10%
Yp Topo-I inh: Yersinia pestis topoisomerase I inhibitors, primary screen, biochemical, cleavage product accumulation, plate reader, single point; Y. pestis Topo-I cleavage product accumulation; activity, % at 10 µM; 360,000 compounds, 0.064% hits; in the data active means activity above about 50%, passing the limit was not always enough; further: inactives centre near 2
SSB-PriA inh: inhibitors of Klebsiella pneumoniae PriA binding to SSB C-terminal tail, primary screen, biochemical, AlphaScreen | PriA–SSB C-terminal tail interaction (Klebsiella pneumoniae) | AlphaScreen SSBct-PriA binding, biotinylated peptide | inhibition, % at 33 µM | 430,000 compounds, 0.6% hits | AID 1272365, 2023; in the data active means inhibition mostly above about 37%, no sharp cut-off; inactive means mostly below about 20%;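 further: plate controls were negative control peptide for no effect and reference peptide for full effect; strong numbers were not always called active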
Anthrax LF inh2: Bacillus anthracis LF protease inhibitors, primary screen, biochemical, multiplex microsphere, MLPCN library; Lethal factor (Bacillus anthracis), P15917; multiplex microsphere protease cleavage assay; inhibition, % at 10 µM; 360,000 compounds, 0.12% hits; AID 588501, 2011; in the data active means inhibition above about 30%; further: plate controls were buffer without enzyme for full effect and enzyme alone for no effect
Target sequence (P15917 whole entry, looked up): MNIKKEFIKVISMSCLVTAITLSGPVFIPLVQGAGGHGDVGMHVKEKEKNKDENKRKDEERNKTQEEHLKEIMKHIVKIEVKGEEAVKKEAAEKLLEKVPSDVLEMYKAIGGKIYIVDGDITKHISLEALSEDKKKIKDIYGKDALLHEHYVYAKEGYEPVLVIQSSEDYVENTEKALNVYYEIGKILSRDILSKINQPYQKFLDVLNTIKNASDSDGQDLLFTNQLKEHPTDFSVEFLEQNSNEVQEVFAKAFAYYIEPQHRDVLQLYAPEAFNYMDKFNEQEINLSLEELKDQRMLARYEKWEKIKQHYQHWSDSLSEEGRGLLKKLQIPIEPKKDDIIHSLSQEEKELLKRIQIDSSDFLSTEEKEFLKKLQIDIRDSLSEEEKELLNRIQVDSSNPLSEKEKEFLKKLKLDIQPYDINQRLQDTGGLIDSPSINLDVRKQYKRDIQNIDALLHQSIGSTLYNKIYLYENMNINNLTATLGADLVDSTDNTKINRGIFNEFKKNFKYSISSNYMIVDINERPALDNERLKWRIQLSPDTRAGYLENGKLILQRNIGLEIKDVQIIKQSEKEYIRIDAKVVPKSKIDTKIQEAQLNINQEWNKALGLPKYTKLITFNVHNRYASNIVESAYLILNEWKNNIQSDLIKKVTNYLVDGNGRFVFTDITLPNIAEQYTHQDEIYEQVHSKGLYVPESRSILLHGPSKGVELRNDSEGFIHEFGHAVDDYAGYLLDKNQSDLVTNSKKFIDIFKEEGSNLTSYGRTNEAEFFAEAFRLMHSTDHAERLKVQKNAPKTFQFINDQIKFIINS
MazF activator: activators of E. coli MazEF toxin-antitoxin RNase, primary screen, biochemical, fluorescence, uHTS; AID 504720, 2011; FAM/BHQ RNA-DNA oligo cleavage fluorescence, 5 h; Endoribonuclease toxin MazF (Escherichia coli (strain K12)), P0AE70; 350,000 compounds, 0.32% hits; activation, % at 20 µM; in the data active means activation above about 50%
DUSP3 inh: VHR1 phosphatase inhibitors, primary screen, biochemical, absorbance, uHTS | recombinant VHR phosphatase, pNPP absorbance | Dual specificity protein phosphatase 3 (Homo sapiens), P51452 | AID 1654, 2009 | inhibition, % at 13.3 µM | 290,000 compounds, 0.52% hits; in the data active means inhibition above about 50%; further: some compounds called inactive have numbers as strong as hits
Target sequence (P51452 whole entry, looked up): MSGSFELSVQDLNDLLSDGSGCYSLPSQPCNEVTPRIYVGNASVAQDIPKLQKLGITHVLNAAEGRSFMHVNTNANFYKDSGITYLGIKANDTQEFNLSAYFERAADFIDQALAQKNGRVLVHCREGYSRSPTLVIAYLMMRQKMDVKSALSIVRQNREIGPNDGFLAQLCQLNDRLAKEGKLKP
Rv3671c protease: Rv3671c serine protease inhibitors, primary screen, biochemical, fluorescence polarization, M. tuberculosis H37Rv; inhibition, % at 5.96 µM; 320,000 compounds, 0.048% hits; AID 2606, 2010; in the data active means inhibition above about 38%;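 further: extracellular domain of Rv3671c used as enzyme; 0% = enzyme with DMSO and 100% = no enzyme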
3CLpro inhibitor: SARS-CoV 3CLpro protease inhibitors, primary screen, biochemical, quenched FRET. inhibition, % at 6 µM. 290,000 compounds, 0.14% hits. recombinant SARS-CoV 3CLpro, quenched FRET peptide cleavage; in the data active means inhibition above about 12%
An asterisk follows results filed as active; i = inactive; . = not tested or not shown; & = joins results of further samples. Not all compounds are listed, so the mix of outcomes need not match the whole.

SMILES	BH1578 lux ind	PfHsp40 yeast	TcdB GH inh	Yp Topo-I inh	SSB-PriA inh	Anthrax LF inh2	MazF activator	DUSP3 inh	Rv3671c protease	3CLpro inhibitor
CC(C)CCNC(=O)c1cc(C(=O)c2cc(Br)ccc2O)cn(CCC(C)C)c1=O	-0.2	-0.1	2.0	20	-3	0	-29	-21	-11	-1
CCOC1(OCC)C(c2ccc(Cl)cc2)C(C#N)(C#N)C1(OCC)OCC (stereo not drawn)	4.3	0.3	.	12	-24	0	-3	8	-7	1
COCCn1cnc2c(c1=O)c1nc3ccccc3nc1n2/N=C/c1ccc(OC)c(OC)c1	-0.7	-0.6	0.0	8	i	-12	8	9	0	2
O=C(O)C1(O)C[C@@H](O)C(O)[C@H](O)C1 (stereo partly drawn)	-0.2	-1.1	2.0	0	-8	11	-10	.	.	.
CC(=O)Nc1ccc(Oc2cnccn2)cc1	-0.7	-1.1	.	-4	-11	-1	7	27	-1	5
CCc1ccc(CNC(=O)CCC(=O)n2ncc3cc(C)ccc32)cc1	i	0.9	0.4	-2	-11	-16	2	17	-5	-2
CC(=O)c1sc(-c2ccccc2)cc1NS(=O)(=O)c1ccccc1	i	0.6	0.2	2	-2	-1	-6	-3	2	-1
Cc1ccc(CC(=O)NCc2ccc3c(c2)OCO3)cc1	-0.9	-0.1	.	0	-21	3	-14	32	-3	3
COc1ccc2c(c1)[nH]c1c(=O)n(/N=C/c3ccc(OC)c(CN4CCCCC4)c3)cnc12	-0.4	-0.1	2.0	7	.	-1	-7	-3	-6	-4
CCOc1ccccc1N1C(=O)CC(N(O)c2ccccc2)C1=O (stereo not drawn)	-0.1	0.7	5.8	2	4	0	11	34	2	0
O=C1CNC(=S)N1CCCc1ccccc1	4.2	0.2	.	-1	4	-1	6	18	-9	2
C=CCSc1nnc2c(n1)OC(c1c(C)[nH]n(-c3ccccc3)c1=O)Nc1ccccc1-2 (stereo not drawn)	2.1	0.0	.	5	-12	-7	0	22	-4	-5
CCCCCC1CCC(C(=O)NCCN2CCOCC2)CC1 (stereo not drawn)	i	-0.5	-0.1	10	7	-13	3	-2	-4	-2
Cc1ccc(CN2CCN(C3CCCC3)C(CCO)C2)s1 (stereo not drawn)	-0.6	0.6	1.6	-7	-9	-3	3	31	-3	0
COc1cc(C2NC(=S)NC(C)=C2C(=O)c2ccccc2)ccc1O (stereo not drawn)	-0.2	-0.6	.	-2	24	0	8	-2	4	1
Nc1c2c(=O)oc(-c3ccccc3)cc2nn1-c1ccccc1	-0.2	0.2	.	-7	-3	-16	10	-7	-16	1
COc1ccc(-c2ccnc3nc(N4CCN(c5ccccc5)CC4)nn23)cc1	-1.4	0.8	.	6	-12	-11	-2	-4	-6	4
CC(=O)N(C)c1ccc(NC(=O)Nc2ccc(C)c(C)c2)cc1	0.9	-0.4	0.7	2	2	-1	6	-4	-10	6
Cc1noc(C)c1NC(=O)Nc1cccc2c1O[C@H](CN(C)C(=O)Nc1ccc(C(F)(F)F)cc1)[C@@H](C)CN([C@H](C)CO)C2=O	i	-0.4	0.1&0.0	0	4	5	1	.	4	.
COc1cc(/C=N/NC(=O)c2ccc(Cl)cc2)ccc1OCC(=O)N1CC(C)OC(C)C1 (stereo not drawn)	-0.9	0.1	0.9	8	.	0	2	24	-6	4
COc1cccc(OC)c1C1=CC(=O)C[C@H](c2ccc3c(c2)OCO3)C1	i	1.5	-1.7	36	6	-10	-12	.	2	.
Cc1ccc(C2C=NN(c3ccccc3)C2=O)cc1 (stereo not drawn)	i	-1.2	1.2	3	0	-7	1	33	6	0
CC(C)(C)c1ccc(NC(=O)COC(=O)C2=COCCO2)cc1	-0.5	-0.6	.	2	-18	2	-1	15	-1	6
O=C(NC1CCCc2ccccc21)c1n[nH]c(=O)c2ccccc12 (stereo not drawn)	-0.3	1.4	0.0	4	5	1	3	18	4	0
CCCNC(=O)C1(C)CCCN(C(=O)c2ccc(OC(F)F)cc2)C1 (stereo not drawn)	i	.	3.3	0	.	-5	.	.	.	.
Cc1ccc(C(=O)C(C)OC(=O)C2CCN(c3ccc(C(F)(F)F)cn3)CC2)cc1C (stereo not drawn)	i	3.5	1.1	44	-31	1	-11	.	-1	.
C=CC[C@H](CC(=O)N(CCO)Cc1ccccc1)C(=O)N[C@H](C)COC(=O)[C@@H](CC=C)Cc1ccc(F)cc1	-0.3	1.6	0.6	19	-9	1	-1	.	0	.
O=C(Nc1nnc(CCN2CCCCC2)s1)c1ccc(Cl)cc1Cl	-0.4	-1.9	1.4	-3	-9	7	11	8	-2	3
C=CCNC(=O)CN(c1ccccc1OCC)S(=O)(=O)c1ccc(C)cc1	-0.3	0.5	.	10	-4	-2	5	-12	11	2
CCC(C)C(NC(=O)c1ccc(Cl)cc1)C(=O)Nc1cccnc1 (stereo not drawn)	i	-0.2	-1.3	0	-10	-2	-30	38	2	1
N#Cc1cn(-c2ccccc2)nc1-c1ccccc1	-1.7	-0.8	2.6	-3	-15	-2	-9	7	-1	2
Clc1ccc(-c2cc(CN3CCOCC3)no2)cc1	i	-0.9	1.3	2	0	2	-1	7	-4	-1
Cc1ccc(CNC2=NCCCCC2)n1C	i	-0.8	.	5	-2	4	-3	13	-7	-3
CCOC(=O)c1ccc2c(c1)nc(COc1ccc(OC)cc1)n2CC	-0.2	0.6	.	27	-18	-1	2	-10	-1	4
CC(/C=C/c1ccc(O)cc1)=N/O	-1.0	0.3	.	2	.	-5	9	0	1	0
O=C(Nc1ccccc1)N1CCC(c2nc(-c3ccc(S(=O)(=O)N4CCOCC4)cc3)no2)CC1	i	0.5	.	0	4	1	-5	19	2	2
Cc1ccc(Cn2ccc(NC(=O)CCSc3nc(-c4ccco4)cc(C(F)(F)F)n3)n2)cc1	0.6	-0.4	.	7	-5	-7	-1	-12	-17	6
CC(C)c1ccc(NC(=O)CN2CCN(c3ccccn3)CC2)cc1	1.9	6.4	3.7	24	3	-8	2	16	-8	6
Cc1ccc(NC(=O)c2ccc(Cl)c(S(=O)(=O)N3CCCC3)c2)nc1	5.6	2.5	0.2	15	0	0	5	.	0	.
COc1cccc2sc(N)nc12	-0.3	-1.2	1.5	0	-1	-6	0	.	-8	.
CC(=O)N/C(=C/c1ccc2c(c1)OCO2)C(=O)NCC(=O)O	-0.2	-1.6	.	10	-10	7	6	-4	13	0
COCc1cc(C)nc(Oc2ccccc2)c1C#N	-0.1	-1.5	1.3	4	-5	-5	-1	-5	4	4
CCOCC(=O)N(CC)Cc1ccccc1	i	-0.9	0.0	9	-7	-5	10	22	-8	2
CCCCNC(=O)c1cn(CC)c2ccc(S(=O)(=O)N3CCCCCC3)cc2c1=O	-0.2	0.2	0.3	6	-1	-3	0	8	7	-1
CCCC12CN3CCN(CC(C3)/C1=N\NC(=O)Nc1ccccc1)C2	i	4.1	.	3	.	0	-1	-10	-9	2
FC(F)(F)c1cc(-c2ccco2)nc(-n2nc(C(F)(F)F)cc2C2CC2)n1	-2.7	-0.8	.	-2	-16	-5	-12	-8	2	7
CCN1/C(=C\C(=S)Nc2ccccc2)Sc2ccccc21	-0.2	-0.3	.	-22	11	-5	11	26	-3	3
CCN(CC1CCCO1)C(=O)c1cc(COc2ccc(F)cc2F)on1 (stereo not drawn)	-0.1	0.7	-1.6	7	-10	1	1	21	-9	-4
O=C(COC(=O)c1ccc(Br)o1)NCc1ccc2c(c1)OCO2	-1.6	-0.3	1.8	6	-10	0	6	.	2	.
COc1ccc(NS(=O)(=O)N2CCOCC2)cc1	-4.5	1.1	-1.2	-1	-16&10	-3	7	0	0	7
CC(=Nc1ccccc1)C1=C(O)CCCC1=O	12	-0.5	0.3	-4	-8	1	5	-8	9	3
Nc1nc(N2CCOCC2)nc(N(c2ccccc2)c2ccccc2)n1	.	0.4	0.6	-4	-14	-3	3	-12	1	-1
O=C(CCl)N(C1CCCC1)C1CCS(=O)(=O)C1 (stereo not drawn)	-4.0	0.0	1.1	-2	-2	2	5	8	2	2
CCOc1ccc(C(=O)COC(=O)Cn2cnc3c2c(=O)n(C)c(=O)n3C)cc1	i	5.8	-0.5	3	-3	4	-4	.	-7	.
CCN(CC)c1ccc(/C=C2\SC(N)=NC2=O)cc1	-0.2	-0.4	-0.6	-8	.	-4	-26	35	.	-2
COc1ccc(/C=C2\N=C(c3ccccc3)NNC2=O)cc1	-1.6	-0.1	0.9	-1	-1	1	2	10	-3	-1
O=C(OCc1ccccc1)N1CCOCCOCCN(C(=O)OCc2ccccc2)CCOCCOCC1	i	0.8	0.3	21	-8	-4	-5	1	-11	6
CC1(C)CC(=O)C(C(=O)CCCCC(=O)C2C(=O)CC(C)(C)CC2=O)C(=O)C1	0.9	-0.5	.	1	-12	-5	4	-1	0	2
CC1CCN(S(=O)(=O)c2ccc(NC(=O)CNC3CCCCC3)cc2)CC1	0.9	-0.1	0.2	11	-4	-14	4	17	4	2
Cc1ccc2[nH]c(=O)c(Cc3ccccc3)c(O)c2c1	5.6	1.6	2.8	4	-5	1	7	11	7	3

Retrieved one by one from the entries so far:
SMILES	BH1578 lux ind	PfHsp40 yeast	TcdB GH inh	Yp Topo-I inh	SSB-PriA inh	Anthrax LF inh2	MazF activator	DUSP3 inh	Rv3671c protease	3CLpro inhibitor
CCOc1ccc(C(=O)COC(=O)Cn2cnc3c2c(=O)n(C)c(=O)n3C)cc1	i	5.8	-0.5	3	-3	4	-4	.	-7	.
CCN(CC)c1ccc(/C=C2\SC(N)=NC2=O)cc1	-0.2	-0.4	-0.6	-8	.	-4	-26	35	.	-2
O=C(COC(=O)c1ccc(Br)o1)NCc1ccc2c(c1)OCO2	-1.6	-0.3	1.8	6	-10	0	6	.	2	.

Carrying on.
SMILES	BH1578 lux ind	PfHsp40 yeast	TcdB GH inh	Yp Topo-I inh	SSB-PriA inh	Anthrax LF inh2	MazF activator	DUSP3 inh	Rv3671c protease	3CLpro inhibitor
COC(=O)c1cc(NC(=O)Cc2ccc(OC)cc2)cc(C(=O)OC)c1	i	0.6	.	-4	1	2	1	38	-2	2
Cc1ccc(Nc2nc(NCCCN3CCOCC3)nc(N)c2[N+](=O)[O-])cc1	-0.5	-0.3	-2.5	-7	2	-1	7	8	-2	-6
O=S(=O)(NC1CCC(NS(=O)(=O)c2c(F)cccc2F)CC1)c1ccc2c(c1)OCCO2 (stereo not drawn)	0.0	0.9	-0.1	15	1	-4	3	.	-3	.
CC[n+]1ccc(C)c2cc(S(=O)C(F)(F)F)ccc21 (stereo not drawn)	0.3	0.4	.	-7	21	-14	9	19	11	-4
O=C(CN(Cc1cccs1)C(=O)CNS(=O)(=O)c1ccccc1)NC1CCCC1	-1.1	-1.1	-0.4	1	-2	0	6	10	-3	-4
O=C(CSc1nnc(NC(=O)c2c(F)cccc2F)s1)NCC1CCCO1 (stereo not drawn)	-0.3	0.4	0.7	1	1	.	-1	.	-2	.
NC1CCc2cc(O)c(O)cc2C1 (stereo not drawn)	-0.3	-1.3	-18	2	-2	-10	-8	.	-8	.
CCOc1ccc(CNC(=O)CCCc2cn(C)c3ccccc23)cc1OC	-0.2	-0.7	0.0	28	-7	-6	5	8	-9	-10
CCC(C)NC(=O)c1ccc(CS(=O)(=O)Cc2ccc(Cl)cc2)o1 (stereo not drawn)	-0.2	-1.3	.	-1	-3	-2	1	33	2	4
